Lamin A splicing: changes lamin A minigene splicing in HeLa cells; actives 0.01% (n = 200,000); AID 1487; Potency, µM (series often up to 46.1 µM), inactives show at the highest dose ratio change, negative = inhibition, usual class: inhibitors; HeLa LMNA splicing GFP/RFP minigene ratio, 48 h; active means well fitted inhibition curve with a large enough effect in the signal ratio, with a control signal flat, not every such curve was filed as active; inconclusive means small, poorly fitted or top-dose-only effect, or effect the other way, or a change in a side signal; the % refers to the signal ratio; further: potency means the concentration at half of the fitted maximal effect; on the % scale 0 is the no-effect control and ±100 the full control effect
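Read-out is the ratio of GFP to DsRed2 object intensity, acquired by 488 nm laser-scanning cytometry on HeLa lamin A-EGFP minigene reporter cells. Compound incubation 48 hrs at 37 °C in Opti-MEM with 2% FBS; DMSO 0.5% final.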
HTT aggregate: reduces HttQ103-GFP aggregates in PC12 cells. PC12 HttQ103-GFP aggregates, Acumen cytometry, 40 h. Potency, µM (titrated, usually from 46.1 µM), for the others: at the top dose activity change, negative = inhibition, actives largely listed as inhibitors. actives 1.1% (n = 220,000); further: potency means the concentration at half of the fitted maximal effect; on the % scale 0 is the no-effect control and ±100 the full control effect; nearly all actives have a fitted effect of over 60% in size
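Inducible Q103 Huntingtin exon 1–GFP PC12 line, 1500 cells/well in phenol red free DMEM with 5% equine and 5% calf serum. Tebufenozide 100 nM induced expression; compounds titrated; aggregates quantified by cytometry.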
SMN2 splice up: enhancers of SMN2 splice variant expression. HEK293 SMN2-luciferase splicing reporter, luminescence, 30-36 h. Potency, µM (highest dose often 46.1 µM), without a hit: at the top dose activity change, positive = activation, actives largely listed as activators. actives 2.8% (n = 210,000). AID 1458; further: potency means the concentration at half of the fitted maximal effect; % of control where 0% means no effect; nearly all actives have a fitted effect of over 55% in size
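HEK293 cells carry an SMN2 […]–luciferase reporter in which exon 7 inclusion puts luciferase in frame. Cells were plated 10-12 h before compound addition, then incubated 30-36 h at 37C. ONE-Glo luminescence was read; sodium butyrate at 4.5 mM final served as control.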
CBFb-RUNX1 inh: CBF-beta/RUNX1 interaction disruption. Q01196+Q13951. AlphaScreen CBFb-His/RUNX1-biotin binding, biochemical. Potency, µM (series often up to 59.8 µM), for the others: at the top dose activity, negative = inhibition, most hits filed as inhibitors. 230,000 tested, under 10 active; further: % of control where 0% means no effect
Target sequence (Q01196 whole entry, looked up): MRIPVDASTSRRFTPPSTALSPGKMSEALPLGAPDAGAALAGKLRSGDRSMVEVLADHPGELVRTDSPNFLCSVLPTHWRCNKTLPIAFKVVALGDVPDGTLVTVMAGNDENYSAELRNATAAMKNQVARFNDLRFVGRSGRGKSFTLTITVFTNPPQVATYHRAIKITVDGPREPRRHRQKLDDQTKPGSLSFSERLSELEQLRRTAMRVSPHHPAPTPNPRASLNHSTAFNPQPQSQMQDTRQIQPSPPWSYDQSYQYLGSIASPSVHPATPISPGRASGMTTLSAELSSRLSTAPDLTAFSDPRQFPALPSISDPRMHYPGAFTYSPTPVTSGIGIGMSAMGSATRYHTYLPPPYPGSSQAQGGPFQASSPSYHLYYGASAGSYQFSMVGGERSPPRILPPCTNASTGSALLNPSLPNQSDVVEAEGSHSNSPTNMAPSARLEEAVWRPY
Target sequence (Q13951 whole entry, looked up): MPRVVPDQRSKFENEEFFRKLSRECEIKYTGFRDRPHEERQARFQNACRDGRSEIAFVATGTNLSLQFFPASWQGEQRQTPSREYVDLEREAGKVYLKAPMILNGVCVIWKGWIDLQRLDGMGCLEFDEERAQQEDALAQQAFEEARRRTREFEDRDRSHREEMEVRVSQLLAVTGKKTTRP
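Proteins preincubated together for 20 min at RT before compound addition; 15 min later, nickel and streptavidin beads were added and left 90 min prior to AlphaScreen measurement.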
HTT cytoprotect: protects HTT-Q103 PC12 cells, measured by ATP | PC12 HTT-Q103 induced, cytoprotection, ATP luminescence, 40 h | Potency, µM (highest dose often 56.4 µM), without a hit: cytoprotection (ATP increase), usual class: activators | actives 0.14% (n = 230,000) | AID 1471;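 further: potency means the concentration at half of the fitted maximal effect; % of control where 0% means no effect; nearly all actives have a fitted effect of over 45% in size; toxic huntingtin expression switched on by the ecdysone agonist tebufenozide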
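ATP quantification (ATPlite) reports survival of PC12 cells in which tebufenozide, 100 nM final, switches on Htt exon 1 with 103 glutamines linked to GFP; compounds are titrated.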
Luc counter: blocks Kinase-Glo luciferase, a counter-screen artifact. Kinase-Glo luciferase, ATP luminescence, 8 min. Potency, µM (top dose mostly 38.3 µM), for inactives: at the highest dose activity change, negative = inhibition, actives largely listed as inhibitors. actives 0.28% (n = 200,000). AID 1379; further: potency means the concentration at half of the fitted maximal effect; on the % scale 0 is the no-effect control and ±100 the full control effect; nearly all actives have a fitted effect of over 60% in size
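Compounds were added to a substrate mix at pH 7.2 (50 mM imidazole, 10 uM ATP, within the enzyme's linear range), followed by Kinase-Glo detection reagent; luminescence was measured after 8 minutes at ambient temperature.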
IMPase Li inh: IMPase inhibition in cells with lithium potentiation. CHO-M1 cells, IP1 TR-FRET (IP-One), carbachol + lithium. Potency, µM (top dose mostly 59.4 µM), inactives show top-dose activity, negative = IMPase inhibition, hits mostly inhibitors. actives 0.35% (n = 210,000). AID 1457;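 further: IP1 builds up when IMPase is blocked and the TR-FRET signal falls; potency means the concentration at half of the fitted maximal effect; plate controls were basal vehicle for no effect and high inhibitor control for full effect; nearly all actives have a fitted effect of over 50% in size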
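CHO cells stably expressing M1 receptor (2000/well) were cultured 16–30 h, then exposed to compounds with a small lithium addition for 30 min at 37C. IP1 was measured by TR-FRET competition; AC50 from Hill fits.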
Active calls of the source: *; ? = inconclusive; · = no result given; [ ] = remark or other dose. Unless noted, the call rests on the fitted dose curve; in most records, active means well fitted curve in the direction sought with a large enough effect; inconclusive means small, poorly fitted or top-dose-only effect, or another doubt; inactive means no such curve, though single readings can be large; an effect the other way counts as inactive or inconclusive. No enrichment for hits; about 4% have a hit in one of these screens.

Compound	Lamin A splicing	HTT aggregate	SMN2 splice up	CBFb-RUNX1 inh	HTT cytoprotect	Luc counter	IMPase Li inh
CC(C)c1[nH]nc2c1C(Cc1ccccc1)C(C#N)=C(N)O2 (stereo not given)	6%	2%	5%	1%	-7%[10 µM]	1%	13%[38.3 µM]
CO/N=C(/CS(=O)Cc1ccc(Cl)cc1)c1ccc(Cl)cc1 (stereo not given)	-13%	-7%	-20%	10%	-7%[10 µM]	5%	2%
O=C(O)CCCN1C(=O)/C(=C\c2ccc(-c3nc4ccccc4s3)o2)SC1=S	·	18%[9.22 µM]	·	?	13%[10 µM]	·	·
CCOc1ccc(NC(=O)CN(C)CC(=O)Nc2cccc(Cl)c2C)cc1OCC	12%[0.0737 µM]	11%	-6%	-2%	-26%	-5%	3%[38.3 µM]
CCn1c2ccccc2c2cc(NC(=O)c3cccc([N+](=O)[O-])c3C)ccc21	?	-2%	-4%	-1%	-10%[10 µM]	-1%	6%
CCOc1cc(N2CCOCC2)c(OCC)cc1NC(=O)COc1ccccc1[N+](=O)[O-]	?	20%	-6%	1%	-40%[inhibitor]	0%	3%
COCCCNC(=O)CCCn1c(=O)c2ccccc2n(CC(=O)Nc2c(C)cc(C)cc2C)c1=O	?	-13%	-11%	-1%	·	3%	-2%
c1ccc(CNc2ncnc3sc4c(c23)CCC4)nc1	?	1%	·	0%	-6%	·	·
O=C(Nc1cc2c(cc1Br)OCCCO2)c1ccccc1	?	-10%	16µM*	4%	·	1%	5%
Cc1ccc(NS(C)(=O)=O)c(C(=O)c2ccccc2)c1	10%	-7%	-9%	-2%	-15%	-1%	21%[38.3 µM]
COc1cc(CNc2ccc(S(N)(=O)=O)cc2)ccc1OCC(=O)NC1CCCCC1	·	-9%	-5%	9%	?	0%	5%
N#Cc1ccccc1N=Cc1ccc(Br)cc1	?	-2%	-2%	-2%	·	-3%	-5%
CCOC(=O)C1CCCN(C(=S)Nc2ccc(Nc3ccccc3)cc2)C1 (stereo not given)	·	8%	11µM*	2%	-24%	0%	23%
COc1cc(CCc2ccc3c(c2)OCO3)oc(=O)c1	·	20%[9.22 µM]	·	13%	0%[10 µM]	·	·
CCn1cc(C(=O)NCc2ccc(OC)cc2OC)c(=O)c2ccc(C)nc21	2%	-8%	11%	2%	-8%[10 µM]	-1%	21%[38.3 µM]
CN1CCN(Cc2cc(=O)oc3cc4c(cc23)CCC4)CC1	21%	5%	?	-1%	-15%	1%	15%[38.3 µM]
COc1cccc(O[C@@H]2O[C@@H]3COC(C)(C)O[C@H]3[C@H](O)[C@H]2NC(C)=O)c1	-7%	-10%	4%	-5%	-3%[10 µM]	1%	-6%
CCCCNC(=S)NCc1ccc2c(c1)cc(C)n2C	?	?	-25%	-11%	·	0%	0%
O=C(Nc1cccc(-c2cn3c(n2)SCC3)c1)c1ccc(Br)o1	?	12%	11%	-1%	-42%	1%	-8%
COC(=O)CN(c1cc([N+](=O)[O-])ccc1OC)S(C)(=O)=O	·	-4%[9.22 µM]	·	12%	-16%[10 µM]	·	0%
COc1cc(CNCCc2ccccc2)ccc1OCC(=O)NC(C)(C)C	-6%	3%	-19%	9%	-61%[inhibitor]	-5%	23%[38.3 µM]
CCOC(=O)C1CCN(Cc2ccc(F)cc2)CC1	-4%	-18%	1%	-5%	33%[10 µM]	0%	-5%
Cn1nc(-c2ccccc2)c(CSc2ccccc2Cl)c1Cl	?	29%	2%	?	-93%[inhibitor]	-4%	23%[38.3 µM]
COCCn1c(C)cc(/C=C2\NC(=S)N(C)C2=O)c1C	?	-3%	11µM*	-17%	·	4%	37%[activator]
CCn1c(C)nc2cc(C(=O)OCCC(F)(F)F)ccc21	-4%	2%	3%	7%	0%[10 µM]	-1%	6%[38.3 µM]
Cc1noc(C)c1S(=O)(=O)Nc1ccccc1N1CCOCC1	·	6%[9.22 µM]	·	2%	6%[10 µM]	·	·
CC(C)CCN=Cc1c(O)n(-c2ccccc2)c(=O)c2ccccc12	-6%	-23%	-12%	-14%	-14%	15%	37%[activator][38.3 µM]
Cc1ccc(C(C)NC(=O)c2cc(C)oc2C)cc1 (stereo not given)	6%	-7%	-15%	-2%	-16%	-8%	8%[38.3 µM]
COc1ccccc1-n1c(C)nc2cc(C(=O)NCc3ccc4c(c3)OCO4)ccc21	-22%	3%	-37%[inhibitor]	-2%	-10%[10 µM]	-3%	7%
CCCn1c(SCC(=O)NCc2ccc(F)cc2)n[nH]c1=O	·	7%	-1%	5%	-11%	5%	4%
CN(Cc1ccccc1)S(=O)(=O)c1ccc2[nH]cc(C(=O)NCC3CCCO3)c(=O)c2c1 (stereo not given)	?	-17%	12%	6%	7%[0.074 µM]	-2%	-12%[38.3 µM]
Cn1c(NC(=O)/C=C\c2ccccc2)cc(=O)n(C)c1=O	5%[9.22 µM]	1%	·	1%	-35%[inhibitor]	-4%	-2%
O=S(=O)(Nc1cccc(-c2ccc3nncn3n2)c1)c1cccs1	-8%[46 µM]	14%	?	0%	-46%[inhibitor]	0%	4%
CC[C@H]1C(c2ccccc2)=NN(c2ccccc2)[C@@H]1CO	·	·	·	?	-15%	2%[39.9 µM]	-25%
CCN(CC)C(=O)c1sc(N2C(=O)Nc3ccccc3N2O)c(C(=O)OC)c1C	·	1%	-22%	4%	-9%	-5%	6%
O=C(NCc1cccs1)c1cc(-c2ccccc2)nc2ccccc12	?	-15%	-9%	6%	-11%[10 µM]	0%	11%
N#C/C(=N\Nc1ccc(F)cc1)C(=O)C1CC1	·	2%[9.22 µM]	·	-13%	0%[10 µM]	·	·
O=C(Nc1ccc(Cl)cn1)c1ccc(COc2ccccc2Br)o1	·	-10%	13µM*	17%	-27%	7%	2%
CCCCCC(=O)Nc1nc(C)c(-c2csc(Nc3ccccc3OCC)n2)s1	7%	-11%	-24%	-6%	-27%	1%	31%[activator][38.3 µM]
Cc1cccc2cc(C#N)c(N3CCC(O)CC3)nc12	3%[46 µM]	0%	-25%	14%	8%	-2%	-2%
O=S(=O)(c1ccc(Cl)cc1)c1cnc2ccccc2n1	-17%[9.22 µM]	?	?	13%	20%[10 µM]	0%	5%
CCOC(=O)C1(Cc2ccccc2)CCCN(Cc2cnn(CC)c2)C1 (stereo not given)	-10%[46 µM]	10%[9.22 µM]	·	2%	8%[10 µM]	4%	2%
O=C(NN1C(=O)C2C3CCC(O3)C2C1=O)c1ccc(Cl)cc1 (stereo not given)	-6%	-8%	-3%	4%	·	-2%	-14%
CCc1n[nH]c(=S)n1/N=C/c1cc(Br)c(OC)cc1OC	?	3%	8%	-1%	·	1%	0%
CCCc1[nH]c(=O)c(C#N)c2c1CCCC2	13%	2%	-6%	4%	-22%	-2%	7%[38.3 µM]
COC(=O)CSc1nnc2cc(C)c3ccccc3n12	·	6%[9.22 µM]	·	5%	8%[10 µM]	·	·
Cc1nn(C(C)(C)C)c(OC(=O)c2ccco2)c1Sc1ccccc1	3%	8%	-21%	3%	10%	-3%	5%[38.3 µM]
O=C(Nc1ccccc1)c1ccc(CSc2ncccn2)cc1	6%[0.0737 µM]	0%	13µM*	6%	-30%	?	-11%[38.3 µM]
O=C(COC(=O)Cn1cnc2ccccc21)Nc1cc2c(cc1Cl)C(=O)c1ccccc1C2=O	-20%[46 µM]	?	18µM*	-8%	-94%[inhibitor]	-5%	3%
CC(=O)c1cccc(NC(=S)NC(=O)c2cccc(C)c2)c1	?	13%	16µM*	-3%	·	-3%	7%
CCC(C)NC(=S)Nc1ccc(F)cc1 (stereo not given)	·	11%[9.22 µM]	·	3%	15%[10 µM]	·	·
C=CCNC(=O)CN(c1ccc(F)cc1)S(=O)(=O)c1ccc(OC)cc1	8%	10%	-9%	2%	-4%	-3%	6%[38.3 µM]
CC1(C)CC(=O)C2=C(C1)N(CCN1CCOCC1)C1=C(C(=O)CC(C)(C)C1)C2c1ccc(Cl)cc1	·	2%[9.22 µM]	·	5%	12%[10 µM]	·	·
CC(/C=C/c1ccc2c(c1)OCO2)=N/NC(=O)COc1ccc(C)cc1	-5%	16%	·	10%	17%[10 µM]	·	·
CN(Cc1ccccc1)C1CC(=O)N(c2ccc(C(=O)O)cc2)C1=O (stereo not given)	-13%	-4%	-11%	5%	-20%[0.074 µM]	0%	-1%[38.3 µM]
Oc1ccc(Cl)cc1/C=N/c1nc2ccccc2[nH]1	-4%	17%	·	1%	-33%	·	·
COc1ccccc1NC(=O)c1ccc(NS(C)(=O)=O)cc1	3%	2%	-16%	4%	-17%[0.074 µM]	-1%	17%[38.3 µM]
COC(=O)c1ccc(S(=O)(=O)N2CCCN(Cc3ccc(F)cc3)CC2)n1C	·	0%[9.22 µM]	·	0%	27%[10 µM]	·	·
Cc1c(C(=O)O)sc2nc3n(c(=O)c12)CCC3	2%[9.22 µM]	22%	7%	-21%	-3%	-1%	0%
CC(=O)N/C(=C\c1ccc(F)cc1)C(=O)NC(Cc1c[nH]c2ccccc12)C(=O)O (stereo not given)	-4%	-10%	21%	7%	5%[10 µM]	4%	-4%
CN(Cc1cccs1)C(=O)Cn1cnc2cc([N+](=O)[O-])ccc2c1=O	·	-4%	·	-9%	?	·	-4%

High-throughput results: PubChem, National Center for Advancing Translational Sciences (NCATS)
